Screening results: PubChem, several laboratories
Hep lipid drop: modulators of hepatic lipid droplet formation. AML12 mouse hepatocytes, oleate lipid droplets, BODIPY imaging. inhibition, % at 6.5 µM. 0.4% of 240,000 active;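 active = lipid droplet intensity inhibited by at least 50%, with more than 500 cells counted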
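Technique: fluorescence imaging, 20x objective, two fields per well / Assay system: AML12 hepatocytes (mouse) / Measure: % inhibition of lipid droplet signal / Doses: 6.5 µM single-point dosing / Incubation: overnight exposure / Reagent: 100 µM oleic acid challenge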
Autophagy mod: autophagy modulation, high-content screen; MEF GFP-LC3 puncta imaging; test concentration mostly 10 µM; calls only at 10 µM (by protocol); 0.98% of 190,000 active; AID 463193;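 active = percentage of spot-positive cells more than 3 SD above its plate mean, without a fluorescence outlier flag or 80% toxicity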;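 also: spot-positive cell cutoff set from DMSO-treated cells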
P. falciparum M17LAP: P. falciparum M17LAP inhibitors, primary screen, biochemical, fluorogenic H-Leu-NHMec substrate, 1536-well (AID 1619); 0.38% of 220,000 active; inhibition, % at 30 µM; hits with a dose series show IC50 in µM; recombinant M17LAP, H-Leu-NHMec fluorogenic kinetic assay; higher % means a stronger effect;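 active = compound inhibiting the enzyme by more than half at any dose during confirmatory dose-response retesting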;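 also: plate controls were full reaction with DMSO carrier for no effect and no enzyme background for full effect; strong numbers were not always called active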
Dynein transport: dynein cargo transport inhibition; 3617.4 mouse cells, GR-EGFP nuclear translocation imaging; test concentration mostly 20 µM; stimulated with dexamethasone, 1 µM; active compounds read low; z-score, hits read low; 0.47% of 220,000 active;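 active = plate z-score of nuclear minus cytoplasmic receptor signal below a set negative limit, without overly bright fluorescence or cell loss, cut at about -3.5 in these data, passing the limit was not always enough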;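 also: z-score of nuclear minus cytoplasmic ring GR-EGFP intensity difference per well; some compounds called inactive have numbers as strong as hits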
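Also added – dexamethasone, 1.0 µM final · Buffer or medium – tet-free, stripped-serum medium · Schedule – induction 48 h, compound 1 h, agonist 30 min · Detection – formaldehyde fixation, Hoechst nuclear stain, 10x automated fluorescence imaging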
M1AAP inhibition: malaria alanyl aminopeptidase activity blockers – biochemical, fluorogenic H-Leu-NHMec substrate, 1536-well (AID 1445) | recombinant M1AAP, H-Leu-NHMec fluorogenic kinetic assay; higher % means a stronger effect | inhibition, % at 30 µM, or IC50 in µM where a hit was titrated | 0.42% of 220,000 active;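 active = primary inhibition above the hit cutoff, then over 50% inhibition at one or more dose response concentrations, cut at about 23% in these data, passing the limit was not always enough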;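 also: plate controls were DMSO full reaction for no effect and no enzyme background for full effect; strong numbers were not always called active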
Yfh1-off respiration: enhancers of respiration in Yfh1-depleted yeast, dose response, Friedreich's ataxia, plus single-dose screen (AID 1465) | S. cerevisiae Yfh1-off respiration, WST-1 reduction, 72 h; higher fold induction means a stronger effect | 0.074% of 220,000 active | fold induction at 50 µM; hits with a dose series show EC50 in µM;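 active = fold induction of absorbance versus untreated yeast above a set limit, then at least 30% activation at any dose in follow-up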;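 also: activators that raise dye reduction in frataxin-depleted yeast; strong numbers were not always called active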
Ins promoter up: MIN6 insulin promoter up-regulation. z-score at 5 µM. MIN6 insulin promoter-GFP reporter, high-content imaging; active compounds read high. AID 1625. 0.3% of 190,000 active;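 active = z-score above 3 at 5 µM with at least 500 cells counted in the well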
ER stress rescue: protection against thapsigargin-triggered cell killing – 384-well, CSM14.1, ATP luminescence, primary screen (AID 1222) | cellular ATP content (survival), % at 20 µM; hits with a dose series show EC50 in µM | 190,000 tested, under 10 active | CSM14.1 thapsigargin-induced death rescue, ATP luminescence; higher % means a stronger effect;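 active = EC50 below 50 µM in the dose-response confirmation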;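 also: death triggered by thapsigargin at about 15 µM added after 2 h compound pretreatment; cell ATP read after overnight thapsigargin exposure of roughly 18 to 22 hours; normalized against plate controls of thapsigargin alone and 5% DMSO vehicle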
MT stabilizer: microtubule stabilization, imaging screen. HeLa tubulin immunostaining HCS, 24 h; share of cells brighter than vehicle mean+2SD. % tubulin-high responders, % at 10 µM. 0.83% of 200,000 active. AID 2205;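 active = plate Z-score above 3 for both tubulin-high and condensed-nucleus cell shares, with cell loss under 80%, at 10 µM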;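 also: anti alpha tubulin signal scored within the nucleus-defined area of each cell; some results filed as inactive read as strong as hits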
Dynein transport cytoplasmic EGFP: further read-out of Dynein transport, marked with its call; z-score; measured here: cytoplasmic GR-EGFP intensity; active compounds read high
Dynein transport nuclear GR-EGFP: second read-out of Dynein transport, no call of its own (marks repeat the call); z-score; measured here: nuclear GR-EGFP intensity;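 lower value marks the stronger effect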
Dynein transport cell count: second read-out of Dynein transport, no call of its own (marks repeat the call); z-score; measured here: cell count per field
Ins promoter up cell count: also measured in Ins promoter up; calls as there; cell count; measured here: cytotoxicity, nuclei count;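 total cells summed across four imaged fields per well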
Hep lipid drop cells 6.5 µM: recorded beside Hep lipid drop, whose call it bears; cell count; measured here: cell count, cytotoxicity flag;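 cells counted across two imaged fields per well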
MT stabilizer Hoechst-high %: second read-out of MT stabilizer, no call of its own (marks repeat the call); % Hoechst-high responders; measured here: nuclear condensation Hoechst responders;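 share of cells brighter than vehicle mean plus two SD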
MT stabilizer cytotoxicity %: further read-out of MT stabilizer, marked with its call; toxicity, %; measured here: cytotoxicity by cell density;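 0% = mean cell density of plate MIN control wells and 100% = no cells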
Autophagy mod cell loss 18 h: further read-out of Autophagy mod, marked with its call; toxicity, %; measured here: cell loss, nuclei count;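 cell loss after 18 h compound exposure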
Numbers without * were called inactive; i = inactive; . = no result given.

SMILES	Hep lipid drop	Hep lipid drop cells 6.5 µM	Autophagy mod	Autophagy mod cell loss 18 h	P. falciparum M17LAP	Dynein transport	Dynein transport cytoplasmic EGFP	Dynein transport nuclear GR-EGFP	Dynein transport cell count	M1AAP inhibition	Yfh1-off respiration	Ins promoter up	Ins promoter up cell count	ER stress rescue	MT stabilizer	MT stabilizer Hoechst-high %	MT stabilizer cytotoxicity %
O=C(NC(=S)Nc1ccc(N2CCOCC2)c(Cl)c1)c1cccs1	1.7	666	i	27.2	0.7%	0.0955	0.028	0.128	0.496	7.9%	i	0.01	1476	0.2%	2.1	2.1	1.5
Cc1ccccc1C(=O)Nc1ccc2nc3n(c(=O)c2c1)CCC3	.	.	i	9.5	-7.5%	-0.723	-0.217	-0.383	0.601	-0.2%	i	-0.1	944	-1.7%	6.0	2.3	3.8
O=C(COC(=O)c1cc(Cl)ccc1[N+](=O)[O-])NCc1ccc(Cl)cc1Cl	10.6	638	i	17.6	-18.9%	2.15	-0.212	0.684	-1.39	-2.0%	i	-0.05	1320	-1.9%	2.5	2.4	3.3
Cc1ccc(S(=O)(=O)c2nc(NN(C)C)sc2Cl)cc1	-4.1	700	i	14.8	-2.0%	-0.195	-0.337	0.367	0.485	2.2%	i	0.49	1194	4.8%	4.1	2.7	2.2
CCOCCCNC(=O)CN1C(=O)C(CC)Oc2ccccc21 (centres undefined)	.	.	i	12.6	14.6%	-0.904	-0.423	-0.695	1.86	3.7%	i	-0.08	1616	5.2%	6.7	3.9	9.8
CCOC(=O)c1c(NC(=O)CN2CCOCC2)sc(C(=O)NC)c1C	7.1	752	i	-0.9	-3.0%	-1.07	-0.161	-0.416	0.325	-2.3%	i	0.16	957	-0.4%	2.7	2.5	7.7
CC1CCCC(C)N1C(=O)CSc1nnc(CSc2ncccn2)n1C (centres undefined)	.	.	i	-6.9	-6.1%	0.538	-0.171	0.702	-0.0127	14.8%	i	0.35	1205	0.9%	2.2	2.4	3.3
OC1(c2ccc(Cl)c(Cl)c2)C[n+]2ccccc2N1Cc1ccccc1 (centres undefined)	0.8	641	.	.	-31.6%	0.464	0.049	0.681	0.443	7.4%	i	-0.61	878	.	.	.	.
Cn1cc(C(=O)c2ccc(F)cc2)cc1-c1nc2ccccc2n1C	-4.0	663	i	16.4	14.4%	-0.578	-0.206	-0.951	0.798	9.4%	i	-0.04	1087	.	3.1	2.0	9.2
O=C(Cc1cccc2ccccc12)N/N=C/c1ccc2cccc(O)c2n1	-3.5	745	.	.	5.3%	0.0263	-0.214	0.583	-0.984	-3.6%	i	-0.87	1039	.	.	.	.
COC(=O)c1nn(-c2ccccc2)ccc1=O	7.1	807	i	-7.1	7.9%	1.73	-0.23	0.958	-1.27	7.6%	i	1.7	839	-1.1%	3.2	2.5	5.6
Cc1cc(C(=O)N2CCN(c3ncccn3)CC2)c2cc(F)ccc2n1	.	.	i	4.7	4.0%	0.756	-0.14	0.622	-0.0506	-0.1%	i	-0.12	1059	1.7%	5.1	2.0	7.0
Cc1cccc(N2CC(O)(c3cccs3)[N+]3=C2CCCCC3)c1 (centres undefined)	-7.0	656	i	21.7	-4.1%	3.33	-0.204	1.85	-1.36	-0.3%	i	-2.08	1169	.	4.3	1.3	3.5
N#C/C(=C\c1ccc(-c2cccc([N+](=O)[O-])c2)o1)C(=O)NCCN1CCOCC1	-9.6	685	i	-1.3	7.8%	-0.0753	-0.347	0.264	0.307	10.3%	i	0.23	1234	-0.7%	2.7	2.2	6.3
COc1ccc(C2/C=C\CN(C(=O)C3CC3)CC(=O)N2Cc2ccc(F)cc2)cc1 (centres undefined)	.	.	.	.	12.3%	-0.22	-0.73	-0.143	-0.0908	-4.3%	i	-0.07	796	.	.	.	.
COCc1cc(=O)[nH]c(Nc2nc3ccccc3o2)n1	.	.	i	22.8	13.5%	0.101	-0.214	0.314	-0.47	8.7%	i	-0.83	1636	0.6%	8.9	2.4	0.3
O=C(c1cccc(S(=O)(=O)N2CCOCC2)c1)N1CCN(c2ccc(F)cc2)CC1	.	.	i	-36.7	-16.4%	-0.767	-0.159	0.444	0.202	-1.0%	i	-0.53	1248	0.8%	2.5	1.8	4.1
COc1cc(C(=O)O)cc(Br)c1OC1CCCC1	0.6	794	i	-0.9	-1.5%	-0.739	-0.235	-0.566	1.02	0.8%	i	0.48	1320	-0.9%	2.7	2.0	7.7
COc1ccc(N2C(=O)NC3CC2(C)Oc2ccccc23)cc1OC (centres undefined)	.	.	i	-13.9	-3.6%	-0.653	-0.206	-0.303	0.747	6.1%	i	.	.	-3.6%	13.2	6.2	13.7
O=C(CCc1nnc(CCCCc2ccccc2)o1)NCc1cc(F)ccc1F	-19.5	625	i	-1.7	5.3%	0.0605	-0.261	-0.127	0.288	-1.1%	i	-0.01	1429	8.3%	2.3	2.7	3.9
COc1ccc(CCNC(=O)CCCN2C(=O)c3ccccc3C2=O)cc1OC	.	.	i	-0.9	23.7%	1.28	-0.201	0.304	-0.801	9.5%	i	.	.	-0.7%	1.7	2.2	6.4
Cn1c(-c2ccc3c(c2)OCO3)cnc1NCc1cccc(Cl)c1	.	.	i	14.7	13.8%	-0.529	-0.197	0.014	0.54	3.7%	i	0.27	1078	-4.1%	37.0	10.6	58.0
Cc1ccc(/C=C/C(=O)c2c(C)cc(C)[nH]c2=O)cc1	.	.	i	-31.6	3.9%	-1.61	0.147	-0.564	0.277	9.7%	i	-0.08	1322	3.7%	8.4	4.9	10.3
COc1ccc(C(CC(=O)Nc2ccc(Cl)cc2F)NC(=O)C(F)(F)F)cc1 (centres undefined)	-0.5	678	i	3.2	-1.9%	.	.	.	.	-0.3%	i	0.57	1893	-0.5%	1.0	1.7	5.5
COc1cc(NC(=O)C2CC(c3cccc(OC)c3OC)=NO2)cc(OC)c1OC (centres undefined)	-7.2	702	i	9.0	12.2%	-0.176	-0.262	-0.0867	-0.768	9.1%	i	-1.02	1381	-0.3%	5.5	2.9	74.1
The list continues:
SMILES	Hep lipid drop	Hep lipid drop cells 6.5 µM	Autophagy mod	Autophagy mod cell loss 18 h	P. falciparum M17LAP	Dynein transport	Dynein transport cytoplasmic EGFP	Dynein transport nuclear GR-EGFP	Dynein transport cell count	M1AAP inhibition	Yfh1-off respiration	Ins promoter up	Ins promoter up cell count	ER stress rescue	MT stabilizer	MT stabilizer Hoechst-high %	MT stabilizer cytotoxicity %
CCC(=O)NC(=S)Nc1ccc(N2CCN(C(=O)c3ccc(Cl)cc3)CC2)cc1	-80.5	610	i	5.8	-1.0%	0.248	0.0673	0.865	-0.593	7.9%	i	-0.88	1230	-0.5%	4.9	3.5	7.2
CCCCOCCCNC(=O)c1ccc(OCC)cc1	.	.	i	-0.7	0.7%	0.99	-0.174	0.11	0.425	4.6%	i	-1.05	1022	0.5%	1.7	0.9	15.9
N#CC(C#N)=Cc1cn(-c2ncc(C(F)(F)F)cc2Cl)c2ccccc12	8.7	601	i	-2.8	12.5%	-2.06	0.00314	-1.14	0.575	3.8%	i	0.21	1667	-3.4%	1.0	1.1	2.8
CCC(=O)N1c2ccccc2C(N(C(=O)CC)c2ccccc2)CC1C (centres undefined)	-8.2	736	.	.	-10.4%	-0.391	-0.237	-0.251	0.919	2.1%	i	0.01	1092	.	.	.	.
O=C(Nc1ccc(C(F)(F)F)cc1)N1CCN(c2ccnc3cc(Cl)ccc23)CC1	15.0	741	.	.	7.6%	-0.041	-0.239	0.393	0.838	3.8%	i	-0.77	855	.	.	.	.
CCOc1ccc(-c2cn(CCC#N)cn2)cc1	.	.	i	13.6	3.5%	-0.806	-0.159	-0.136	0.721	-3.1%	i	.	.	-1.1%	10.1	1.9	5.7
COc1ccccc1OCc1ccc(C(=O)N2CCN(C(=O)c3ccco3)CC2)cc1	.	.	i	3.7	-7.0%	0.115	-0.241	-0.0111	0.192	-7.6%	.	0.15	919	-0.5%	1.9	1.7	7.1
COc1ccc(C(=O)Cn2nnc(-c3ccccc3NC(=O)C(F)(F)F)n2)cc1	-5.9	778	i	32.7	2.9%	-0.349	-0.178	0.0149	0.308	1.4%	i	-0.66	919	3.6%	2.4	1.1	5.4
CCOc1cc(CNCc2ccccn2)cc(Cl)c1OCC	-29.7	622	i	-0.9	-1.4%	-0.845	-0.158	-0.608	-0.42	4.1%	i	.	.	-0.3%	1.3	2.0	0.9
O=C(Cn1cnc2c(nnn2-c2ccccc2)c1=O)NCc1ccc(F)cc1	9.1	716	i	-10.2	2.0%	0.0464	-0.317	0.351	0.0101	2.8%	i	0.12	1349	-1.3%	2.6	1.1	10.7
Cc1nonc1N1CCN(Cc2cn[nH]c2-c2ccc(F)cc2F)CC1	4.2	754	i	-0.8	8.7%	0.151	-0.283	0.0172	0.191	3.3%	i	0.15	1409	-1.5%	2.7	2.5	6.2
CN(C)c1cc(-c2ccc(Cl)cc2)oc(=O)c1Cl	15.8	698	.	.	-1.4%	-0.476	0.0448	-0.266	-0.131	0.0%	i	-1.39	1350	.	.	.	.
CCOC(=O)N1CCC(n2c(SCC(=O)OCc3ccccc3)nc3ccsc3c2=O)CC1	.	.	i	2.8	-1.8%	-1.31	-0.213	-0.547	0.161	1.2%	i	-0.36	1051	-0.5%	1.7	1.4	4.9
Cc1c(CCC(=O)O)c(=O)oc2cc3occ(-c4ccc(F)cc4)c3cc12	7.7	728	i	-4.6	20.1%	1.96	-0.238	1.12	-0.842	16.3µM*	i	-0.56	1287	-0.6%	3.0	2.1	23.9
NC(=NC(=O)c1ccc(Cl)cc1)N1N=CCC1c1ccccc1 (centres undefined)	-0.2	659	i	12.2	-1.9%	-0.388	-0.267	0.00213	1.13	4.6%	i	0.02	1525	-0.3%	3.1	1.2	10.9
Cc1cccc(N(Cc2nnc3n2CCCCC3)C(=O)Nc2ccccc2)c1	.	.	i	11.8	-2.3%	-0.961	-0.334	-0.348	0.489	2.2%	i	0.45	1395	-0.7%	7.2	4.0	6.6
